Ins promoter up: MIN6 insulin promoter up-regulation; z-score at 5 µM; MIN6 insulin promoter-GFP reporter, high-content imaging; stronger effect = higher value; AID 1625; actives 0.3% (n = 190,000);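 active = z-score above 3 at 5 µM with at least 500 cells counted in the well; inconclusive = wells under 500 cells, flagged as cytotoxic or low count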
human PMI inhibition: inhibitors of human PMI, primary screen, biochemical, fluorescence intensity, coupled assay (AID 1209); one-dose inhibition, % at 20 µM; IC50 in µM for titrated hits; purified PMI enzyme, coupled fluorescence intensity; higher % means a stronger effect; actives 0.42% (n = 190,000);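 note: plate controls were DMSO vehicle for no effect and wells lacking substrate for full effect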
TNAP activators: stimulation of alkaline phosphatase TNAP activity – biochemical, luminescent, no phosphate acceptor, uHTS, primary screen (AID 1001). purified TNAP, luminescent activation assay, no phosphate acceptor; higher activation fold means a stronger effect. activation fold at 20 µM, or EC50 in µM where a hit was titrated. actives 0.03% (n = 200,000); in the data active = activation fold from about 3, or a potency from the dose series; inactive = the rest, 99 in 100 with activation fold below about 1.6; note: many of its hits are not listed in these tables
West Nile virus CPE: West Nile virus antiviral activity, cell-based, CPE readout (AID 1621); West Nile virus-infected cells, CPE inhibition; higher % means a stronger effect; CPE inhibition, % at 10 µM; hits with a dose series show IC50 in µM; actives 0.02% (n = 290,000); in the data active = a potency from the dose series; inconclusive = CPE inhibition mostly from about 3.7% at the one dose, without a potency; inactive = the rest, 99 in 100 with CPE inhibition below about 2.2%; note: strong numbers were not always called active
CSM14.1 death rescue: protection against thapsigargin-triggered cell killing – 384-well, CSM14.1, ATP luminescence, primary screen (AID 1222); CSM14.1 thapsigargin-induced death rescue, ATP luminescence; higher % means a stronger effect; cellular ATP content (survival), % at 20 µM; hits with a dose series show EC50 in µM; 190,000 tested, under 10 active;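 active = EC50 below 50 µM in the dose-response confirmation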;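 note: death triggered by thapsigargin at about 15 µM added after 2 h compound pretreatment; cell ATP read after overnight thapsigargin exposure of roughly 18 to 22 hours; normalized against plate controls of thapsigargin alone and 5% DMSO vehicle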
PMI inhibition: human PMI inhibitors, high substrate, primary screen, biochemical, fluorescence intensity, high mannose 6-phosphate (AID 1220); recombinant PMI enzyme, coupled fluorescence intensity; higher % means a stronger effect; one-dose inhibition, % at 20 µM; IC50 in µM for titrated hits; actives 0.66% (n = 190,000)
PhoP inhibition: inhibitors of PhoP regulon expression, primary screen, Salmonella Typhimurium, GFP reporter (AID 1863). S. Typhimurium PhoP-regulated promoter GFP reporter, 4 h; higher % means a stronger effect. inhibition, % at 50 µM; hits with a dose series show IC50 in µM. actives 0.16% (n = 300,000);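 active = inhibition over 29.93%, a cutoff 3 SD above the screen mean, later confirmed by dose response; inconclusive = inhibition over 29.93% but no dose response follow-up; inactive = inhibition at most 29.93% or unconfirmed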;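 note: 0% = low Mg2+ inducing control and 100% = high Mg2+ repressing control; strong numbers were not always called active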
RSV CPE inhibition: inhibition of RSV-induced cytopathic effect – HEp-2 cells, primary 10 µM value included (AID 2391); HEp-2 cells, RSV-induced CPE inhibition; higher % means a stronger effect; CPE inhibition, % at 10 µM; hits with a dose series show IC50 in µM; actives 0.13% (n = 310,000); in the data active = a potency from the dose series; inconclusive = CPE inhibition mostly from about 23% at the one dose, without a potency; inactive = the rest, 99 in 100 with CPE inhibition below about 21%; note: strong numbers were not always called active
SV40 large T antigen: SV40 large T antigen inhibitors, biochemical (AID 1903). inhibition, % at 20 µM, or IC50 in µM where a hit was titrated. actives 0.39% (n = 310,000). SV40 large T antigen ATPase/helicase inhibition assay; higher % means a stronger effect; in the data active = a potency from the dose series; inconclusive = inhibition mostly from about 32% at the one dose, without a potency; inactive = the rest, 99 in 100 with inhibition below about 32%; note: strong numbers were not always called active
Ins promoter up cell count: recorded beside Ins promoter up, whose call it bears; cell count; measured here: cytotoxicity, nuclei count;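 total cells summed across four imaged fields per well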
An asterisk follows results filed as active; ? = inconclusive; / = no result given. Cut-off read from the data, not from the text of the source, unless noted: active = inhibition above about 50%; inactive = the rest.

SMILES	Ins promoter up	Ins promoter up cell count	human PMI inhibition	TNAP activators	West Nile virus CPE	CSM14.1 death rescue	PMI inhibition	PhoP inhibition	RSV CPE inhibition	SV40 large T antigen
Cn1c2ccccc2c2cnn(CC(=O)Nc3cccc(F)c3)c(=O)c21	1.6	833	/	/	-0.4%	/	/	4%	0.1%	10%
CC1CCN(S(=O)(=O)c2cc3c4c(c2)C(C)C(=O)N4CCC3)CC1 (centres undefined)	/	/	/	/	0.7%	/	/	2%	1.9%	4%
CC1CCN(S(=O)(=O)c2cnc(Cl)c(Br)c2)CC1	0.05	1190	-7%	1.1	-0.9%	1.9%	0%	11%	1.8%	9%
O=C(c1cccnc1)N1CCN(S(=O)(=O)c2cccc(Cl)c2)CC1	/	/	/	/	-0.5%	/	/	1%	-0.1%	8%
C=CCSc1nc(C)cc2c1C(=O)OC2	0.19	1224	-11%	1.1	1.0%	-0.5%	-9%	1%	0.5%	-4%
CC(C)CC(=O)Nc1nnc(SCC(=O)NC2CCCCC2)s1	/	/	/	/	-0.3%	/	/	-9%	0.7%	2%
CC1(C)CC(NC(=O)C(=O)NCCc2ccc(Cl)cc2)CC(C)(C)N1	-0.36	1209	-6%	1.1	-0.3%	-1.0%	-3%	1%	-2.3%	4%
C/C(N)=C(/C#N)C(=O)COC(=O)c1ccc(C)c(S(=O)(=O)N2CCCCC2)c1	1.9	724	3%	1	0.4%	-1.7%	0%	-6%	8.7%	2%
Cc1cccc(NC(=O)Nc2ccccc2[N+](=O)[O-])n1	/	/	/	/	?	/	/	-7%	-0.5%	6%
Cc1cccc(NC(=O)c2cc(NC(=O)c3ccco3)ccc2N2CCCCC2)c1	0.16	1257	16%	1.1	-0.2%	/	16%	-5%	6.3%	3%
COc1ccc(NC(=O)COC(=O)c2ccc(NS(=O)(=O)/C=C/c3ccccc3)cc2)cc1	0.84	1309	14%	1.1	1.1%	-3.5%	13%	10%	2.3%	5%
COc1ccc(C(CC(=O)c2ccccc2)C2CCCCC2=O)cc1 (centres undefined)	0.16	829	14%	1.1	/	-3.5%	6%	1%	0.9%	23%
CCCC#CCN1CCN(C23CC4CC(CC(C4)C2)C3)CC1	/	/	/	/	-0.2%	/	/	-4%	-2.4%	15%
CC(=O)NCc1nnc2c3ccccc3c(-c3ccccc3)nn12	-0.04	1543	-7%	1.1	0.0%	-0.4%	-5%	-6%	1.4%	5%
CN1CCN(S(=O)(=O)c2csc(C(N)=O)c2)CC1	/	/	/	/	-0.3%	/	/	-12%	2.3%	11%
O=C(CCc1nnc2ccc(NCc3ccccc3Cl)nn12)NCC1CCN(C2CCCC2)C1 (centres undefined)	/	/	/	/	0.5%	/	/	8%	6.3%	12%
Cc1ccc(C(C)C)c(OCCCN(C)Cc2ccccc2)c1	0.73	1320	-5%	1.1	-0.7%	-3.4%	31%	10%	0.6%	14%
CC(C)Oc1nnnn1-c1ccccc1	-0.13	1529	0%	1.2	0.8%	-0.1%	-4%	-2%	/	-8%
CCOC(=O)Cc1nnc(NC(=O)CSc2nc3ccccc3[nH]2)s1	-0.67	829	/	/	0.3%	/	/	10%	-1.0%	23%
Cc1ccc(-c2noc(CCC(=O)NC3CCCc4ccccc43)n2)cc1 (centres undefined)	0.26	1230	1%	1.1	0.1%	-3.4%	4%	-2%	-0.7%	1%
COc1ccccc1CNC(=O)CCN1C(=O)COc2ccc(C)cc21	-0.18	1480	8%	1.1	-0.6%	-1.2%	12%	0%	-1.2%	2%
Cc1ccc(-n2c(SCC(N)=O)nc(O)cc2=O)cc1	0.9	1256	-9%	1	0.8%	-4.9%	-8%	-8%	0.0%	7%
c1coc(-c2ccnc(-c3ccncc3)n2)c1	/	/	-5%	1.1	0.2%	-1.4%	2%	4%	0.8%	5%
COc1ccc(CCNC(=O)c2ccc(N(C)S(=O)(=O)c3ccc(C)cc3)cc2)cc1OC	-0.31	1289	17%	1	-0.9%	10%	11%	7%	7.9%	5%
Cc1ccc(N(C(C)C(=O)N2CCN(Cc3ccccc3)CC2)S(C)(=O)=O)cc1 (centres undefined)	/	/	/	/	-1.2%	/	/	7%	-1.3%	7%
CC1(S(=O)(=O)O)CC(=O)c2ccccc2C1=O (centres undefined)	/	/	/	/	2.9%	/	/	-1%	-0.7%	28%
CCn1cc(C2=NC(C(C)C)CO2)c2ccccc21 (centres undefined)	1.1	1876	15%	1.1	0.0%	/	15%	-4%	2.2%	3%
Cc1ccc(NC(=O)C2CCCN2C(=O)OCc2ccccc2)cc1F (centres undefined)	/	/	/	/	-0.1%	/	/	-6%	2.2%	8%
CCCC(C(=O)NCc1ccc(OC)cc1)N(Cc1ccco1)C(=O)c1snc(C(N)=O)c1N (centres undefined)	-0.85	918	12%	1.1	0.0%	0.8%	16%	-1%	0.0%	11%
CC(=O)NNC(=O)c1ccncc1	0.09	1288	-3%	1.1	0.2%	-0.8%	-1%	1%	-0.2%	13%
Cc1onc(-c2c(Cl)cccc2Cl)c1C(=O)NNC(=O)c1c(-c2c(Cl)cccc2Cl)noc1C	0.05	1421	/	/	-1.1%	/	/	-1%	0.6%	5%
CCCc1cc(C(=O)N2CCCC(CO)(CCCc3ccccc3)C2)n(C)n1 (centres undefined)	/	/	/	/	-1.0%	/	/	-5%	0.9%	11%
Cc1ccsc1/C=N/NC(=S)NCc1ccccc1	-0.08	1165	-8%	1.2	-0.3%	0.3%	-1%	2%	3.5%	13%
COc1ccc(C(=O)COC(=O)CCCC(=O)NC2CCCCC2)cc1	/	/	/	/	-0.2%	/	/	0%	1.5%	21%
COc1ccc(C(C)NC(=S)NC2CCCCC2)cc1OC (centres undefined)	/	/	/	/	-0.1%	/	/	0%	0.7%	9%
CCOc1ccccc1/C=N\Nc1cnn(Cc2ccccc2)c(=O)c1Cl	/	/	5%	1	-0.5%	-0.1%	4%	1%	2.6%	9%
COCCN(CCOC)S(=O)(=O)c1ccc(C(=O)NCCCN2CCOCC2)cc1	/	/	4%	1.1	0.6%	0.4%	0%	-2%	-0.4%	10%
Cc1cccc(NC(=O)c2nc[nH]c2C(=O)NCC(=O)OC(C)(C)C)c1	0.49	843	/	/	0.0%	/	/	8%	23%	19%
Cc1cccc(C)c1NC(=O)CN(C)CC(=O)Nc1cc(Cl)ccc1C#N	-0.56	1419	0%	1.2	0.2%	-1.0%	7%	-10%	2.2%	-2%
Cn1c(=O)c2c(nc(CN3CCC(C(N)=O)CC3)n2Cc2c(Cl)cccc2Cl)n(C)c1=O	-0.45	1088	13%	1	-0.2%	-4.2%	10%	-13%	2.1%	4%
OCCN(CCO)Cc1csc2ccccc12	0.23	1296	-10%	1.1	-0.2%	-0.7%	-8%	3%	0.3%	7%
CN(C)c1ccc(/C=N\Nc2nc(-c3ccccc3)cc(=O)[nH]2)cc1	-0.12	1306	-1%	1.2	0.1%	-1.9%	-1%	-7%	1.3%	3%
COc1cccc(NS(=O)(=O)c2ccc3c(c2)N(C(C)=O)CCS3)c1	/	/	/	/	-0.2%	/	/	11%	6.4%	4%
CCC(C)[C@@H](CN(N=O)[C@@H](Cc1ccccc1)CN(C)N=O)N(CCc1ccccc1)N=O (some centres undefined)	-1.6	1384	13%	1.1	-0.7%	0.1%	7%	-12%	0.2%	4%
O=C(/C=C/c1ccc(F)cc1)NC(=S)Nc1ccccc1C(=O)NC1CCCCC1	/	/	9%	1	/	-5.2%	-10%	26%	0.9%	4%
CCC(CC)C(=O)Nc1ccc(C)c(O)c1	0.54	1461	-1%	1.1	/	-1.0%	1%	-5%	1.4%	11%
COc1ccccc1NC(=O)NCCN1CCNC1=O	/	/	/	/	0.6%	/	/	-6%	3.4%	5%
O=C(NCc1ccco1)c1nn2c(C(F)(F)F)cc(-c3cccs3)nc2c1Cl	-0.49	1056	-7%	1	-0.6%	6.2%	-6%	-13%	-0.4%	13%
COc1ccc(NC(=O)CSc2nc3ccccc3c(=O)n2C)cc1	/	/	/	/	-0.1%	/	/	-7%	17%	9%
Cc1ccc(NC(=O)c2cc(-c3ccccc3O)n[nH]2)cc1Cl	/	/	/	/	-0.7%	/	/	4%	0.0%	0%
CCCCN1CNC(=S)N(c2ccccc2OCC)C1	0.01	1495	2%	1.1	-0.5%	-0.5%	2%	-20%	0.5%	7%
O=C(NCCc1c[nH]c2ccccc12)c1ccccc1	/	/	/	/	0.3%	/	/	4%	-0.6%	1%
COC(=O)C1=C(C)NC(=O)C1(NC(=O)CN1CCCC1=O)C(F)(F)F (centres undefined)	/	/	1%	1.1	0.0%	3.2%	4%	-17%	1.9%	?
O=C(CN1C(=O)NC2(CCc3ccccc3C2)C1=O)NCC(F)(F)F (centres undefined)	/	/	/	/	0.4%	/	/	3%	0.9%	0%
CNC[C@H](NC[C@@H](NCCCc1ccccc1)c1ccccc1)[C@H](C)O	/	/	/	/	-1.0%	/	/	-12%	-0.9%	10%
COc1ccc(N(C(=O)COc2ccccc2OC)S(=O)(=O)c2ccc(C)cc2)cc1	0.21	1537	10%	1	-0.2%	-1.9%	18%	5%	0.5%	11%
O=C(NC12CC3CC(CC(C3)C1)C2)c1ccc([N+](=O)[O-])o1	/	/	/	/	?	/	/	-5%	8.1%	6%
CC(=O)N1CCN(C(=O)COc2ccccc2C(=O)Nc2ccccc2)CC1	1	1416	0%	1.1	-0.7%	-1.4%	-4%	17%	0.7%	8%
CC(C)N1C(=O)/C(=C\c2nc3ccccc3c(=O)[nH]2)c2ccccc21	-0.53	1363	-8%	0.9	-1.3%	3.8%	-2%	20%	12%	5%
CCc1n[nH]c(=S)n1/N=C/c1cc(OC)cc([N+](=O)[O-])c1O	1.1	1693	-49%	0.6	0.7%	-2.4%	-15%	-3%	0.3%	25%

(cont.)
SMILES	Ins promoter up	Ins promoter up cell count	human PMI inhibition	TNAP activators	West Nile virus CPE	CSM14.1 death rescue	PMI inhibition	PhoP inhibition	RSV CPE inhibition	SV40 large T antigen
COCCNC(=O)C(=O)N/N=C/c1cccs1	-0.42	1206	-5%	1	0.1%	/	-4%	-3%	0.7%	9%
Cc1ccc(OC(=O)c2ccncc2)c(C)c1	/	/	/	/	0.8%	/	/	0%	0.7%	15%
O=C(Nn1c(-c2ccccc2)nc2ccccc2c1=O)c1ccc([N+](=O)[O-])cc1	/	/	19%	1.1	-0.7%	2.2%	8%	9%	1.9%	15%
Cc1noc(C)c1CN1C(=O)c2ccc([N+](=O)[O-])cc2C1=O	/	/	/	/	-0.2%	/	/	0%	0.3%	10%
COC(=O)C(C)(C)NC(=O)c1cccs1	-0.61	1023	-3%	1	-0.4%	1.3%	-6%	2%	0.1%	7%

Among those listed so far, 2 contain a cyano group:
SMILES	Ins promoter up	Ins promoter up cell count	human PMI inhibition	TNAP activators	West Nile virus CPE	CSM14.1 death rescue	PMI inhibition	PhoP inhibition	RSV CPE inhibition	SV40 large T antigen
C/C(N)=C(/C#N)C(=O)COC(=O)c1ccc(C)c(S(=O)(=O)N2CCCCC2)c1	1.9	724	3%	1	0.4%	-1.7%	0%	-6%	8.7%	2%
Cc1cccc(C)c1NC(=O)CN(C)CC(=O)Nc1cc(Cl)ccc1C#N	-0.56	1419	0%	1.2	0.2%	-1.0%	7%	-10%	2.2%	-2%
